# NCI-60 one-dose screen, 48 h, at 10 µM unless noted. Numbers give growth in % (100 = growth as untreated, 0 = no growth, -100 = all killed).
# CCRF-CEM = CCRF-CEM leukemia; 7% of 77,000 active; AID 1794778
# HOP-92 = HOP-92 NSCLC cells | 6.3% of 71,000 active
# M14 = M14 melanoma. 6.2% of 80,000 active
# EKVX = EKVX NSCLC. 3% of 71,000 active
# A549/ATCC = A549/ATCC NSCLC | 3.7% of 81,000 active | AID 1794740
# HOP-62 = HOP-62 NSCLC. AID 1794735. 3.9% of 80,000 active
# LOX IMVI = LOX IMVI melanoma | 7.4% of 79,000 active
# SK-MEL-5 = SK-MEL-5 melanoma | AID 1794755 | 6.4% of 80,000 active
# * marks the source's active call; other numbers are inactive results; . = no result given; & = joins results of further samples. How the source made its calls: active means growth percent below 10; inactive means the rest.
structure	CCRF-CEM	HOP-92	M14	EKVX	A549/ATCC	HOP-62	LOX IMVI	SK-MEL-5
CN(C)C(=O)c1ncc(-c2ccc(C(F)(F)F)cc2)c(NC2CCCCCC2)n1	107.3	.	99.2	.	100.0	101.6	102.7	96.7
Nc1n[nH]c2cccc(C#Cc3cccc(NC(=O)c4cc(C(F)(F)F)cc(C(F)(F)F)c4)c3)c12	121.6	113.9	110.7	103.6	102.1	106.5	103.5	104.9
C=CC(=O)Nc1cc(Nc2nccc(-c3cn(C)c4ccccc34)n2)c(OC)cc1N(C)CCN(C)C	-17.1*	-15.8*	-79.4*	-46.2*	-43.5*	-23.9*	-84.6*	-96.5*
CN1CCN(c2ccc(Nc3nc(N4CCN(S(=O)(=O)c5ccc(F)cc5)CC4)c4sccc4n3)cc2)CC1	-2.0*	-66.3*	-56.9*	-89.5*	-48.9*	-49.6*	-91.7*	-100.0*
CC1(C)[C@H]2CC[C@@]1(C)C(=O)[C@H]2[N+](=O)[O-]	92.7	93.7	98.2	.	96.0	112.3	91.9	109.1
N#Cc1c(N)nc(-c2ncccn2)nc1-c1cccc(C(F)(F)F)c1F	78.2	92.1	99.2	45.4	98.7	99.6	90.1	97.2
O=C(OCCOc1ccccc1)c1ccccc1Cl	110.6	86.8	103.5	105.9	103.3	102.0	102.5	.
CCCSc1nnc(-c2sc3nc4ccccc4n3c2C)o1	107.3	100.6	106.2	103.4	99.8	131.9	113.5	98.5
O=C(O)c1cc(S(=O)(=O)Cl)ccc1Cl	104.6	.	98.9	103.3	96.5	126.9	97.2	104.8
CC(=O)C1C(C)CC2C3CCC4=CC(=O)CCC4(C)C3(Br)C(=O)CC21C (stereo not drawn)	.	103.1	93.0	90.0	97.0	97.9	101.4	93.6
CCOC(=O)CCCCN1C(=O)S/C(=C\c2cccc([N+](=O)[O-])c2)C1=O	102.1	81.7	103.0	99.4	99.0	99.2	91.6	100.3
CC(C)(C)c1ccc(S(=O)(=O)Nc2ccc(NC(=O)C34CC5CC(CC(C5)C3)C4)cc2)cc1	97.0	124.6	100.1	106.8	89.1	115.2	102.9	94.4
C=CCOC(=O)C1=C(C)NC2=C(C(=O)CC(C)(C)C2)C1C (stereo not drawn)	99.2	85.4	97.2	100.7	89.6	80.2	91.6	91.1
N/C(=N\c1nc2c(F)cc(F)cc2s1)C(Cl)(Cl)Cl	100.9	89.4	97.1	77.5	87.1	86.4	108.9	98.5
CCc1ccc(Cc2cnc(NC(=O)C(=S)N3CCOCC3)s2)cc1	120.9	114.8	108.6	105.1	101.9	112.8	98.1	100.2
c1ccc(CSc2nnc3c4c5c(sc4nc(-c4cccnc4)n23)CCCCCC5)cc1	25.2	.	45.0	.	36.8	91.3	60.1	-46.0*
Cc1cccc(Oc2c(/C=N/N=c3\sc4ccccc4n3C)c(C)nn2-c2ccccc2)c1	100.6	95.6	102.0	92.8	98.2	101.2	98.2	93.9
Nc1cccc2cccc(N)c12	48.9&123.6	100.6	100.7&104.8	79.2&101.9	107.3&101.7	92.1&91.8	98.3&94.3	83.0&97.8
CN1CCN(CC#C[C@@H]2CC[C@]3(CO)CC[C@]4(C)[C@H](CC[C@@H]5[C@@]6(C)CC[C@H](O)C(C)(C)[C@@H]6CC[C@]54C)[C@@H]23)CC1	74.1	98.9	82.0	96.1	74.8	85.6	41.7	78.3
Oc1cccc(-c2nc(-c3nnc(SCc4ccccc4)o3)cc3c2[nH]c2ccccc23)c1	45.9	70.4	73.9	69.1	66.3	91.9	59.9	65.2
O=c1c(/C=C/c2ccco2)nnc2scc(-c3ccc(Cl)cc3)n12	14.0	90.5	96.1	88.9	101.2	112.7	75.9	97.5
Cc1ccccc1SSc1ccncc1	99.0	98.5	102.8	98.7	102.4	104.8	103.7	.
N#Cc1ccc(Cn2cc(CSc3nc4ccccc4o3)nn2)cc1	108.1	93.0	104.4	108.3	90.1	94.3	97.1	105.7
O=c1cc(C2NNC(=S)N2)c2c(ccc3ccccc32)o1 (stereo not drawn)	114.7	101.0	101.8	93.0	104.3	93.8	89.8	96.3
O=C(Oc1cccc(OC(=O)c2ccc(Cl)cc2)c1)c1ccc(Cl)cc1	96.9	104.5	103.4	108.2	96.5	95.1	110.7	97.8

# The list continues:
structure	CCRF-CEM	HOP-92	M14	EKVX	A549/ATCC	HOP-62	LOX IMVI	SK-MEL-5
N#Cc1c(-c2ccc(Cl)cc2)nc(NN=Cc2ccco2)nc1N1CCOCC1	88.7	40.6	71.4	46.5	78.9	66.4	78.7	80.9
Nc1nc(-c2cccc([N+](=O)[O-])c2)cs1	79.1	82.9	.	79.9	95.3	94.1	110.0	89.6
CCCCCCCCCCCCCCCCCC(=O)NCCNC(=O)CCCCCCCCCCCCCCCCC	61.9	37.4	95.6	.	94.5	89.8	61.4	102.2
C=CCn1c(SCC(=O)Nc2ccc(C(=O)/C=C/c3ccc(C)cc3)cc2)nnc1-c1c[nH]c2ccccc12	83.1	86.3	.	61.9	75.9	94.4	20.9	69.2
O=C(Nc1nc2ccccc2s1)c1cc(-c2ccc(F)cc2)n2nc(-c3ccccc3)cc2n1	21.6	.	79.2	68.8	51.2	63.8	45.6	72.6
CC1(C)N=C(N)N=C(N)N1c1cccc(CC(=O)Nc2ccccc2)c1	52.3	72.8	82.1	64.9	22.3	92.2	37.9	26.1
CCCn1c(=S)sc2c1nc(C)n1c(Nc3ccccc3)nnc21	66.3	48.9	89.1	36.6	66.1	75.5	66.2	35.0
O=C1c2cccnc2C(=O)c2c1c(C(=O)OCCCN1CCCCC1)c1ccccn21	-17.0*	-8.2*	-83.5*	-15.6*	-63.8*	-31.9*	-67.2*	-96.2*
CCCCOc1nc2ccc(OC)cc2cc1-c1cc(-c2ccc(Cl)cc2)nc(-c2ccc(Cl)cc2)c1	102.5	97.6	111.5	98.2	99.3	109.7	100.9	102.2
COc1cccc(C(=O)Nc2ccc3c(c2)CN(C2CCC(=O)NC2=O)C3=O)c1 (stereo not drawn)	97.1	63.3	94.7	82.1	66.5	104.1	76.2	89.2
COc1cc(-c2cc(-c3ccc(Cl)cc3)nc3nc(NN)[nH]c(=O)c23)cc(OC)c1OC	88.1	101.2	105.7	95.5	103.1	101.5	96.7	98.0
O=C1N(Cc2ccccc2)c2ccccc2C12CC(c1ccccc1)=NN2 (stereo not drawn)	84.4	82.5	100.9	.	96.0	101.5	97.2	97.4
CCN1CCN(Cc2ccc(C(=O)Nc3ccc(C)c(Oc4ccc(-c5[nH]nc6ncnc(N)c56)cc4)c3)cc2C(F)(F)F)CC1	31.0	70.3	.	105.9	96.6	103.0	57.2	76.1
O=C(NNC1=NCCC1)c1ccccc1	103.7	122.9	105.5	106.7	100.1	104.3	98.6	107.5
CN(C(=S)Nc1ccccc1)c1ccccc1	91.6	.	109.4	.	89.5	92.4	99.6	100.2
O=c1c2c3c(sc2n2c(/C=C/c4ccc(Br)cc4)nnc2n1Cc1ccccc1)CCCC3	.	65.7	82.8	84.4	85.6	85.4	75.9	83.7
c1ccc(-c2c[nH][nH]c3ncnc4ncn2c43)cc1	97.7	84.6	105.9	.	96.3	92.0	97.9	94.1
O=C(O)C/C=C/Br	116.9	.	101.8	.	102.7	103.2	102.5	97.0
COC(=O)C1=NC(=S)N=C(C(=O)OC)C1(C)C(=O)c1ccc(Cl)cc1	99.3	90.8	106.6	101.9	102.1	105.2	92.8	102.0
COc1ccc(-n2nc(NC(=O)c3ccccc3)c(-c3ccccc3)n2)cc1	87.9	85.1	96.2	98.5	98.0	114.7	95.9	84.9
CNC(=O)c1ccc(N)cc1	105.8	121.4	115.7	110.6	112.3	103.4	104.2	103.3
O[C@@H]1Cc2cc(Br)c3ccccc3c2N[C@H](c2ccco2)C1	104.3	87.8	101.2	66.6	85.8	.	85.8	78.4
Nc1nc(N)c(N=O)c(Nc2ccc(S(N)(=O)=O)cc2)n1	89.6	70.3	103.8	98.5	106.0	106.2	100.4	102.2
NNC(=O)c1cnc2ccccc2n1	98.9	.	108.5	.	109.8	100.7	102.2	100.9
COc1ccc(-c2nn(-c3ccccc3)cc2/C=C2\SC(=O)NC2=O)cc1	91.9	96.6	101.8	85.2	104.7	100.7	59.0	83.1

# Following part.
structure	CCRF-CEM	HOP-92	M14	EKVX	A549/ATCC	HOP-62	LOX IMVI	SK-MEL-5
C=CCn1c(C)nc2ccc(Nc3nc(Nc4ncccn4)nc4ccccc34)cc21	84.8	70.5	114.5	87.2	90.3	84.8	85.3	92.9
CC(=O)NC(C)NC(C)=O	95.1	63.2	103.7	.	98.9	101.9	106.1	99.6
Cc1cc(=O)oc2c(OS(C)(=O)=O)c(OS(C)(=O)=O)ccc12	95.0	70.1	104.2	105.3	107.8	122.6	97.5	97.9
CC1(C)CC(=O)C2=C(C1)NC(=O)NC2c1ccc2c(c1)OCO2 (stereo not drawn)	110.6	111.5	102.0	107.5	107.7	121.8	99.3	100.2
CC(O)CNC(=O)Nc1ccccc1 (stereo not drawn)	107.3	.	97.9	.	109.4	101.2	104.0	96.9
OCc1cnccc1NCCCOc1ccccc1	88.8	90.5	109.1	105.5	93.2	99.9	99.4	97.1
CCOC(=O)[C@H](CCc1ccccc1)N[C@H]1CCc2ccccc2N(CC(=O)O)C1=O	96.7	29.0	98.4	87.5	87.1	104.2	68.1	.
CCNc1nc2c(cnn2C)c(=O)[nH]1	93.9	99.8	99.3	99.4	108.6	100.8	95.0	96.7
COc1ccc(CCc2ccc3ccccc3n2)cc1	94.4	91.5	112.0	94.3	99.6	111.1	105.6	99.6
COc1ccc(-c2nnc(-c3ccc(Cl)cc3)o2)cc1	86.3	87.9	92.6	.	95.5	92.3	101.7	98.1
CC(C)OCCc1cccc[n+]1[O-]	.	100.5	95.7	.	96.7	101.7	100.4	101.8
Cc1cccc(O)c1	100.9	89.9	100.1	109.5	105.2	94.7	106.5	107.1
CC(=O)c1c(C)[nH]c2c1c(-c1cnc[nH]1)nc1ccccc12	97.8	103.7	95.6	90.0	102.5	90.9	95.1	106.4
O=C(/C=C/c1ccc(Cl)cc1)/C=C/c1cc2ccccc2[nH]c1=O	2.3*	92.5	60.3	.	46.5	39.4	-44.5*	75.2
COc1ccc(C(=O)c2c(N)c(C#N)cn2-c2cccc(OC)c2)cc1	18.1	21.7	10.3	38.7	42.9	30.6	37.9	35.1
CCCCCC(=O)Oc1ccc(/C(=C(\C)c2ccccc2)c2ccc(OCCN3CCCCC3)cc2)cc1	85.1	91.2	65.9	93.7	77.5	87.7	84.0	83.9
CC(=O)c1c(C)nc(SCC(=O)Nc2ccc(Cl)cc2)n1-c1ccc(Cl)cc1	87.5	110.3	98.4	95.5	86.7	99.0	93.1	81.9
COc1ncc(-c2ccc3nccc(C#CCCCCC(=O)NO)c3c2)cc1NS(=O)(=O)c1ccc(F)cc1F	-8.3*	-27.7*	-48.7*	4.2*	-12.7*	4.5*	-69.4*	-97.3*
Cc1c(Cc2ccccc2)c(=O)oc2c(C)c(OCc3nnc(SC(C)C)o3)ccc12	88.3	90.6	104.0	101.7	92.0	.	96.3	99.1
O=C(c1ccccc1)c1ccc(OCC2CO2)cc1 (stereo not drawn)	96.3	92.2	98.8	97.4	85.3	91.4	93.7	100.2
Cc1ccc(S(=O)(=O)N(C)c2c(Br)cc(Br)cc2C(N)=O)cc1	88.1	88.0	99.6	.	107.7	98.3	94.8	98.7
N#Cc1c(NCc2ccccc2I)sc2c1CCCC2	91.1	82.3	95.4	76.3	87.8	85.8	88.3	96.1
CCOC(=O)c1cnc(SC)[nH]c1=O	101.3	106.9	104.3	99.3	109.4	102.5	97.6	106.4
CC1(C)CC(=O)C(C(c2ccc3c(c2)OCO3)C2C(=O)CC(C)(C)CC2=O)C(=O)C1	.	68.9	122.7	.	98.2	101.0	97.8	100.4
C[n+]1ccc(/C=C/c2ccccc2)cc1	69.4	39.6	104.5	112.1	86.6	115.5	91.5	83.3
COc1cc(CCC[P+](c2ccccc2)(c2ccccc2)c2ccccc2)c(OC)c(OC)c1OC	65.0	61.8	62.0	72.7	78.2	82.1	79.2	76.0

# Of the compounds above, these have an NH in an aromatic ring:
structure	CCRF-CEM	HOP-92	M14	EKVX	A549/ATCC	HOP-62	LOX IMVI	SK-MEL-5
Nc1n[nH]c2cccc(C#Cc3cccc(NC(=O)c4cc(C(F)(F)F)cc(C(F)(F)F)c4)c3)c12	121.6	113.9	110.7	103.6	102.1	106.5	103.5	104.9
Oc1cccc(-c2nc(-c3nnc(SCc4ccccc4)o3)cc3c2[nH]c2ccccc23)c1	45.9	70.4	73.9	69.1	66.3	91.9	59.9	65.2
C=CCn1c(SCC(=O)Nc2ccc(C(=O)/C=C/c3ccc(C)cc3)cc2)nnc1-c1c[nH]c2ccccc12	83.1	86.3	.	61.9	75.9	94.4	20.9	69.2
COc1cc(-c2cc(-c3ccc(Cl)cc3)nc3nc(NN)[nH]c(=O)c23)cc(OC)c1OC	88.1	101.2	105.7	95.5	103.1	101.5	96.7	98.0
CCN1CCN(Cc2ccc(C(=O)Nc3ccc(C)c(Oc4ccc(-c5[nH]nc6ncnc(N)c56)cc4)c3)cc2C(F)(F)F)CC1	31.0	70.3	.	105.9	96.6	103.0	57.2	76.1
c1ccc(-c2c[nH][nH]c3ncnc4ncn2c43)cc1	97.7	84.6	105.9	.	96.3	92.0	97.9	94.1
CCNc1nc2c(cnn2C)c(=O)[nH]1	93.9	99.8	99.3	99.4	108.6	100.8	95.0	96.7
CC(=O)c1c(C)[nH]c2c1c(-c1cnc[nH]1)nc1ccccc12	97.8	103.7	95.6	90.0	102.5	90.9	95.1	106.4
O=C(/C=C/c1ccc(Cl)cc1)/C=C/c1cc2ccccc2[nH]c1=O	2.3*	92.5	60.3	.	46.5	39.4	-44.5*	75.2
CCOC(=O)c1cnc(SC)[nH]c1=O	101.3	106.9	104.3	99.3	109.4	102.5	97.6	106.4

# Compound activity as filed in PubChem.
